High-throughput results deposited in PubChem BioAssay by several laboratories.
PRMT1 inh: PRMT1 methyltransferase inhibitors, primary screen, biochemical, fluorescence polarization; Protein arginine N-methyltransferase 1 (Homo sapiens), Q99873; recombinant PRMT1, activity-based probe fluorescence polarization; inhibition, % at 2.79 µM; hit rate 1.3% among 370,000; AID 652257, 2013;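 active = inhibition above about 21% made by adding two undisclosed values, limit read from the data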
TCR-CD3 inh: inhibitors of human TCR-CD3 interaction, primary screen, biochemical, fluorescence, TAMRA-labeled TCR probe. inhibition, % at 9.4 µM. hit rate 0.37% among 360,000. AID 651800, 2012; in the data active = inhibition above about 19%;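 also: recombinant mutant TCR 2C K166C tagged with TAMRA read by polarization; 0% = receptor in buffer alone and 100% = receptor with positive control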
rCAG RNA binder: binders of r(CAG) RNA repeats, primary screen, biochemical, fluorescence; hit rate 1.3% among 370,000; r(CAG) RNA repeat, TO-PRO-1 dye displacement fluorescence; inhibition, % at 3 µM;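 active = inhibition above the plate cutoff, the mean of all test compounds on that plate plus 3 SD, cut at about 35% in these data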;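 also: 0% = DMSO alone and 100% = 100 µM mitoxantrone as full dye displacement; higher means more dye released from RNA so lower well fluorescence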
HTRA1 inhibitor: HTRA1 serine protease inhibitors, primary screen, biochemical, fluorescence polarization, HTS; Q92743; recombinant HTRA1, FP-rhodamine activity-based probe; inhibition, % at 5.96 µM; hit rate 0.5% among 340,000; in the data active = inhibition above about 36%;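 also: 0% = enzyme with DMSO and 100% = wells lacking enzyme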
SIAE primary: human SIAE inhibitors, primary screen, biochemical, fluorescence polarization, FP-Rh probe, 1536-well HTS; SIAE FP-Rh probe binding; inhibition, % at 9.66 µM; hit rate 0.69% among 370,000; AID 1053197, 2014;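 active = inhibition above a cutoff: mean of compounds within the control limits plus 3 SD of those, cut at about 17% in these data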;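 also: 0% = plate median of compound wells and 100% = probe without SIAE protein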
Target sequence (Q9HAT2 whole entry, looked up): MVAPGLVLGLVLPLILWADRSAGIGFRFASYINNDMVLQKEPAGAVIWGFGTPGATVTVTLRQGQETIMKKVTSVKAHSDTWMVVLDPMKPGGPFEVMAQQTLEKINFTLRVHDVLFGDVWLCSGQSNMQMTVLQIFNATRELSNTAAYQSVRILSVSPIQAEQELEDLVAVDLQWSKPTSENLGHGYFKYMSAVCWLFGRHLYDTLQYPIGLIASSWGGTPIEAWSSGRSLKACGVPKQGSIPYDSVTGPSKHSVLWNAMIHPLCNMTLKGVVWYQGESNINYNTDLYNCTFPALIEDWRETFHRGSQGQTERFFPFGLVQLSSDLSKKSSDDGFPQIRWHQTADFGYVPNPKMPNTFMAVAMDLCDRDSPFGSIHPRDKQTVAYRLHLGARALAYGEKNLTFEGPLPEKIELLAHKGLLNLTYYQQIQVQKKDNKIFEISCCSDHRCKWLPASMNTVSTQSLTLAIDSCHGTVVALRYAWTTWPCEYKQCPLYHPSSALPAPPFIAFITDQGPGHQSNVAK
mABHD4 FP: ABHD4 inhibitors, primary screen, biochemical, fluorescence polarization, mouse. inhibition, % at 8.92 µM. (Lyso)-N-acylphosphatidylethanolamine lipase (Mus musculus), Q8VD66. AID 720543, 2013. hit rate 0.54% among 370,000. purified mABHD4, FP-Rh probe fluorescence polarization;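 active = inhibition exceeding the mean over every tested compound plus 3 SD, cut at about 30% in these data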;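 also: 0% = plate median of compound wells and 100% = S159A mutant with DMSO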
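System: mouse ABHD4 enzyme, wild type / Medium: HEPES pH 7.0, NaCl, Pluronic buffer / Reagent: FP-Rh activity-based fluorescent probe / Control set: S159A mutant high control, sample median low control / Detection: fluorescence polarization with parallel and perpendicular emission, 525/598 nm / Schedule: 45 min + 60 min at 25 °C / Compound dosing: 8.92 µM, single dose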
GC-B act: human GC-B receptor activators, primary screen, HEK293 GC-B cells, cGMP TR-FRET, EC30 CNP. hit rate 0.11% among 370,000. activation, % at 10 µM. 0% at EC30 CNP, 100% saturating CNP;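 active = activation at 10 µM reaching about 35% in either raw or pattern-adjusted values, limit read from the data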
LEDGF integ inh: blockers of LEDGF/p75-dependent integrase strand transfer – biochemical, TR-FRET, high throughput, primary screen; TR-FRET IN-LEDGF/p75 DNA integration, Eu/Cy5; inhibition, % at 3.7 µM; hit rate 0.64% among 370,000;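 active = inhibition above the screen-wide mean plus 3 SD, cut at about 13% in these data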;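 also: signal is the Cy5 over europium emission ratio at 671 and 618 nm; 0% = plate median of compound wells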
TDP2 inh: human TDP2 enzyme inhibitors, primary screen, biochemical, epi absorbance, recombinant enzyme; inhibition, % at 12.8 µM; hit rate 0.34% among 370,000; AID 720702, 2013; T5PNP hydrolysis, p-nitrophenol absorbance 415 nm;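 active = inhibition above the mean of all tested compounds plus 3 SD, set per campaign, cut at about 25% in these data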;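 also: 0% = DMSO with enzyme and 100% = buffer with substrate but no TDP2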
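System – recombinant human TDP2 · Quantity – TDP2 enzyme at 120 nM final · Doses – single concentration, 12.8 µM nominal, with 1% DMSO · Incubation – 2 h at 37 °C · Measured by – epi absorbance of p-nitrophenol freed from T5PNP by hydrolysis · Read-out – % inhibition relative to enzyme-containing and enzyme-free wells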
MBD2 DNA inh: inhibitors of MBD2 binding to methylated DNA, primary screen, biochemical, TR-FRET, DNA-binding domain, human | hit rate 0.31% among 370,000 | inhibition, % at 4.4 µM | MBD2 binding to methylated oligonucleotide | Methyl-CpG-binding domain protein 2 (Homo sapiens), Q9UBB5; in the data active = inhibition above about 13%
Target sequence (Q9UBB5 whole entry, looked up, the tested form may be a part): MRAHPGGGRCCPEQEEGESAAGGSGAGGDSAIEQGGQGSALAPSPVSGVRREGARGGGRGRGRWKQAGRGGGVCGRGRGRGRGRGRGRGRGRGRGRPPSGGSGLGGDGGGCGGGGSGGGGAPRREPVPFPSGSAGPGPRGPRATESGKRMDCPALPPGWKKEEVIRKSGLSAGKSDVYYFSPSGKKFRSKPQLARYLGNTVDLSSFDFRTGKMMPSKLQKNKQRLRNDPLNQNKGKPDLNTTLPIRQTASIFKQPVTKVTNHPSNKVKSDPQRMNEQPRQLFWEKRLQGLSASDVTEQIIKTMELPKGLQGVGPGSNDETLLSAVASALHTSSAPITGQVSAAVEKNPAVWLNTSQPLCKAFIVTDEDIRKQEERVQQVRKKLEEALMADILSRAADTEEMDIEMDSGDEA
Active calls of the source: *; · = not tested or not shown. This is a subset; rates above refer to the full screens.

SMILES | PRMT1 inh | TCR-CD3 inh | rCAG RNA binder | HTRA1 inhibitor | SIAE primary | mABHD4 FP | GC-B act | LEDGF integ inh | TDP2 inh | MBD2 DNA inh
COc1ccc(OC)c(/C=C2\SC(=S)N(NS(=O)(=O)c3ccccc3)C2=O)c1 | -3 | -2 | 87* | -28 | 1 | -10 | -5 | 7 | -7 | -4
CCC(C)c1ccccc1NC(=S)Nc1cccnc1 (stereo unspecified) | -3 | 0 | 0 | 5 | 2 | 1 | 2 | -1 | 12 | -3
Fc1ccccc1/C=N/Nc1nc2ccccc2o1 | -1 | -1 | -1 | -8 | 8 | -1 | 4 | 4 | 3 | 6
COc1cc2c(cc1OC)CN(CC(=O)NC(=O)NC1CCCCC1)CC2 | 0 | -8 | -2 | 4 | 11 | 8 | -4 | -5 | -1 | 1
COc1ccc(/C=C/C(=O)N(C(C)C)C(C)C)cc1Br | -2 | 0 | -5 | -6 | -2 | -4 | -11 | 3 | -7 | -5
CCOC(=O)c1cc(NC(=O)Nc2nc3ccccc3s2)c(C)nc1C | 0 | -6 | -2 | -3 | -16 | -1 | -2 | 0 | -3 | 0
C[N+](C)(C)CCOC(N)=O | 7 | 3 | 0 | 5 | -3 | -14 | -3 | -2 | -6 | 7
COc1ccc(OC)c(NC(=O)C(=S)NC2CCCCC2)c1 | -1 | 3 | -1 | -12 | 3 | 23 | -10 | 1 | 18 | -6
Cc1c(C(=O)N2CCN(c3ccccn3)CC2)oc2ccccc12 | 2 | 2 | -4 | -3 | 0 | -3 | 4 | 7 | -11 | -1
CCn1c(=S)sc2c(=O)n(CC(=O)Nc3ccc(OC)cc3)c(C)nc21 | 0 | 6 | 2 | 4 | -2 | 8 | -9 | -3 | -6 | 5
O=C(CCc1ccccc1)OCC(=O)c1ccc([N+](=O)[O-])cc1 | 6 | -1 | -1 | 3 | 0 | 6 | 2 | -3 | 2 | -5
CCCN(C(=O)CSc1nnc2ccccn12)C1CCS(=O)(=O)C1 (stereo unspecified) | -1 | -6 | 4 | 2 | 1 | 4 | 2 | 0 | 13 | 3
Cc1cccc(NC(=O)C2CC3CCC2C3)c1C (stereo unspecified) | -5 | -7 | -1 | -2 | 2 | -1 | 3 | 3 | -15 | -1
Cc1nc(SCC(=O)NC2CC2)c2c(C)c(C)sc2n1 | 4 | 1 | -2 | 1 | -2 | 1 | -3 | -3 | 8 | 3
CCOC(=O)c1cc(C(=O)Nc2ccc(C)c(F)c2)nn1C | -1 | 2 | -5 | -7 | 9 | -4 | -3 | -3 | -7 | 0
COC(=O)CCC(=O)NNC(=O)c1ccc(Cl)cc1Cl | -2 | 4 | 1 | 6 | -2 | 7 | 4 | 0 | -4 | 1
COc1cc(C(=O)Nc2ccc(Nc3ccccc3)cc2)cc(OC)c1OC | 4 | 4 | 1 | 21 | 12 | 1 | -1 | 0 | 0 | 0
C(=C\c1ccccc1)/CN1CCN(C(c2ccnc3ccccc23)c2nnnn2-c2ccc3c(c2)OCCO3)CC1 (stereo unspecified) | -5 | 1 | 9 | · | 7 | 0 | -1 | 0 | 4 | -1
Cc1c(NC(=O)COc2cccc3c2OC(C)(C)C3)c(=O)n(-c2ccccc2)n1C | 2 | 4 | -6 | -1 | 9 | -2 | -7 | 0 | 6 | -3
COc1ccccc1CNC(=O)CCNS(=O)(=O)/C=C/c1ccc(C)cc1 | -2 | 3 | 5 | -2 | -7 | -4 | -4 | -3 | -5 | 2
CCCCCc1c(-c2ccc(OC)c(OC)c2)ncn1CCc1ccccc1OC | -2 | -3 | 2 | · | 7 | 6 | -2 | 9 | -8 | -1
CN(C)CCCn1c(N)c(S(=O)(=O)c2ccccc2)c2nc3ccccc3nc21 | -6 | -9 | -5 | · | 1 | -2 | -8 | 6 | -1 | -6
CC(C)n1nnnc1C1(C)CSCC(=O)N1Cc1cccc(F)c1 (stereo unspecified) | 3 | · | 7 | · | -1 | 2 | 5 | 0 | 4 | 0
CCN(CC)c1ccc(CNc2ccc3c(c2)ncn3C(C)(C)C)cc1 | 1 | 1 | 2 | 1 | 11 | 11 | 0 | 1 | 0 | 0
COC(=O)c1ccc(COC(=O)c2ccc(N(C)C)cc2)cc1 | -1 | 3 | -5 | -13 | 5 | -1 | -5 | 0 | -3 | 4

Reprinted from the part before: 6 compounds; new compounds follow.
SMILES | PRMT1 inh | TCR-CD3 inh | rCAG RNA binder | HTRA1 inhibitor | SIAE primary | mABHD4 FP | GC-B act | LEDGF integ inh | TDP2 inh | MBD2 DNA inh
COc1ccccc1CNC(=O)CCNS(=O)(=O)/C=C/c1ccc(C)cc1 | -2 | 3 | 5 | -2 | -7 | -4 | -4 | -3 | -5 | 2
CCCCCc1c(-c2ccc(OC)c(OC)c2)ncn1CCc1ccccc1OC | -2 | -3 | 2 | · | 7 | 6 | -2 | 9 | -8 | -1
CN(C)CCCn1c(N)c(S(=O)(=O)c2ccccc2)c2nc3ccccc3nc21 | -6 | -9 | -5 | · | 1 | -2 | -8 | 6 | -1 | -6
CC(C)n1nnnc1C1(C)CSCC(=O)N1Cc1cccc(F)c1 (stereo unspecified) | 3 | · | 7 | · | -1 | 2 | 5 | 0 | 4 | 0
CCN(CC)c1ccc(CNc2ccc3c(c2)ncn3C(C)(C)C)cc1 | 1 | 1 | 2 | 1 | 11 | 11 | 0 | 1 | 0 | 0
COC(=O)c1ccc(COC(=O)c2ccc(N(C)C)cc2)cc1 | -1 | 3 | -5 | -13 | 5 | -1 | -5 | 0 | -3 | 4
O=C(O)c1ccccc1NC1CCCCC1NS(=O)(=O)c1ccccc1 (stereo unspecified) | 2 | 3 | 11 | -6 | 0 | -1 | 2 | -1 | 2 | 3
CCOC(=O)c1cc(NC(=O)N2CCCCC2)c(C)nc1C | 0 | -1 | -4 | 0 | 3 | 7 | 5 | -4 | -9 | 4
CCC1Oc2ccc(C)cc2N(CC(=O)N2CCOCC2)C1=O (stereo unspecified) | -6 | 5 | 1 | 4 | -5 | -12 | -1 | -1 | -7 | -5
C=CCNc1nc(-c2ccccc2)c(C(=O)OCC)cc1C#N | -2 | 6 | -6 | -11 | -1 | -9 | -5 | 0 | -6 | 0
C[C@H](CO)N1C[C@H](C)[C@@H](CN(C)S(=O)(=O)c2ccccc2)Oc2ccc(NC(=O)CCN3CCOCC3)cc2C1=O | -1 | 7 | 1 | 0 | 4 | -4 | 5 | 2 | 2 | -3
COc1cccc(C2/C(=C(/O)c3ccc4c(c3)CC(C)O4)C(=O)C(=O)N2c2nnc(C)s2)c1 (stereo unspecified) | 4 | 4 | 19 | 2 | 4 | 6 | -3 | 0 | 1 | -2
CC12CCC(=O)C=C1CCC1C2C(=O)CC2(C)C1CCC2(O)C(=O)CO (stereo unspecified) | -2 | -1 | -5 | 0 | 0 | -5 | -3 | 6 | 4 | 1
Cc1ccccc1-n1c(SCC(=O)N2CCCCC2)nc(O)cc1=O | 0 | -3 | 7 | -1 | -1 | -3 | 2 | -1 | 0 | 2
C[C@@H]1COc2cc(F)ccc2S(=O)(=O)N1C | -1 | · | 0 | · | 0 | 4 | 5 | 0 | -4 | 5
Clc1cccc(CN2CCN(c3ncc(Cc4ccccc4)cn3)CC2)c1Cl | 1 | 9 | 2 | · | 1 | -3 | 4 | 2 | 0 | -5
CCCC(C)c1nnc(NC(=O)CCS(=O)(=O)c2ccccc2)s1 (stereo unspecified) | 18 | 3 | 0 | 1 | -2 | 2 | 1 | 2 | 5 | -2
CN(C(=O)c1cccc(NC(=O)c2cccs2)c1)c1ccccc1 | -4 | 7 | -3 | -7 | 8 | 7 | 5 | 2 | 15 | 0
O=[N+]([O-])c1ccccc1S(=O)(=O)Nc1ccc(S(=O)(=O)N2CCCC2)cc1 | 1 | 2 | 11 | 1 | -5 | 10 | 4 | -3 | -5 | 2
Cc1cc(C)n(-c2nc(C)nc3sc4c(c23)CCC(C)C4)n1 (stereo unspecified) | -4 | 5 | -7 | 3 | 2 | -3 | -2 | 2 | 6 | -5
CN(C)c1ccc(-c2nc3ccccc3n2C)cc1 | -3 | 5 | -6 | 0 | 0 | -11 | -13 | -6 | -3 | -2
Cc1cc(C)c(S(=O)(=O)Cc2ccccc2)c(Cl)n1 | 1 | -4 | -4 | -2 | -3 | 0 | 2 | -4 | -8 | 1
COc1cccc(CNC(=O)[C@H]2CCCN2C(=O)[C@H]2CCCN2S(=O)(=O)c2cccc(C)c2)c1 | 0 | 3 | 1 | · | -2 | 5 | -3 | 1 | 4 | -1
CC(Sc1ncnc2sccc12)C(=O)Nc1ccc(S(=O)(=O)N2CCOCC2)cc1 (stereo unspecified) | 0 | -2 | 6 | -13 | 8 | 1 | 1 | -2 | 7 | 1
O=C(O)[C@@H]1CCCN1C(=O)c1ccco1 | 0 | 12 | 0 | 2 | 1 | -2 | 2 | -1 | 6 | -2
COCCn1c(SCC(=O)Nc2ccc(C)cc2)nc2c(oc3ccccc32)c1=O | -2 | 3 | -1 | -2 | -3 | 0 | 5 | 1 | -4 | 7
